Screening data: PubChem BioAssay, several laboratories
OX1R antag-1 – antagonists of human orexin 1 receptor (OX1R). AID 485270. inhibition, % at 6.6 µM. O43613. 1.8% of 330,000 active. OX1R-expressing cells, FRET antagonist read-out; in the data active = inhibition mostly above about 38%, no sharp cut-off; inactive = mostly below about 40%;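 also: 0% = agonist challenge alone and 100% = reference antagonist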
Target sequence (O43613 whole entry, looked up): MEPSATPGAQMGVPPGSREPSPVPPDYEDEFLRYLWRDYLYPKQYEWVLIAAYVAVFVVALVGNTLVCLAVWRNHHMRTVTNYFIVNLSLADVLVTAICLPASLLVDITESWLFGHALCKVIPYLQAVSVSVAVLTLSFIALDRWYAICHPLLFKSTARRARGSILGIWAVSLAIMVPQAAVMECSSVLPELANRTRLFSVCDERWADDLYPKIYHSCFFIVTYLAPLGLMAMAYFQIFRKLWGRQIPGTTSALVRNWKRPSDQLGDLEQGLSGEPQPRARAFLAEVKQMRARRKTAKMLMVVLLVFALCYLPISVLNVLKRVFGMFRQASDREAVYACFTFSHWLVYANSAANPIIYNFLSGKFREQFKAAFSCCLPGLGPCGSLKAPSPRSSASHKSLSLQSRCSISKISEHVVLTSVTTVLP
STK33 inh – inhibitors of human STK33 kinase; inhibition, % at 10 µM; 0.073% of 320,000 active; purified STK33, MBP phosphorylation, ADP-Glo luminescence; AID 2661;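 active = inhibition at or above 25%, using the most active replicate where run in duplicate; inactive = inhibition below 25%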
Target sequence (Q9BYT3 whole entry, looked up): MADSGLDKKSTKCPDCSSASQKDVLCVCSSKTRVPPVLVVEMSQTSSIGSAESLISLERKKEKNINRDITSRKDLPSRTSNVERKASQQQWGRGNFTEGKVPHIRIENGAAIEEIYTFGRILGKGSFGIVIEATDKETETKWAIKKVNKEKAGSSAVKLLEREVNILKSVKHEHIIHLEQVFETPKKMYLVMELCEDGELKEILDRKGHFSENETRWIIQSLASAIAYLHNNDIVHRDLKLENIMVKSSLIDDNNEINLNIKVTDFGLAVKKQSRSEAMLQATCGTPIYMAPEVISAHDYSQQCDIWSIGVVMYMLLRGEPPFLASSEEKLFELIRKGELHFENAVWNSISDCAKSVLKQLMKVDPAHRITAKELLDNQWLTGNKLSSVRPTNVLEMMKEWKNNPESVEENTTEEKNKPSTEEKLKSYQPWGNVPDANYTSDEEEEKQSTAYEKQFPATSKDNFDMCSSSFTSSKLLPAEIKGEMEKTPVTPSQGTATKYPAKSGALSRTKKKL
OX1R antag-2 – antagonists of human orexin 1 receptor; AID 434989; CHO/OX1R cells, Fluo-8 calcium fluorescence, orexin A; 0.43% of 330,000 active; inhibition, % at 5 µM; O43613;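 active = inhibition above its plate's threshold, mean inhibition of all tested compounds on the plate plus 3 SD, cut at about 37% in these data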;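 also: 0% = orexin A challenge wells and 100% = SB-334867-A antagonist wells; not every result past the cut was called active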
Starred values were filed as active, the others as inactive.

item	Compound	OX1R antag-1	STK33 inh	OX1R antag-2
1	C=CCC[C@@H](Cc1ccc(F)cc1)C(=O)OCCNC(=O)[C@@H](CC=C)CC(=O)N[C@@H](CO)Cc1ccccc1	3	0.5	12
2	C=C(C)CSc1nnc([C@@H]2CCCN2)o1	3	-1.7	-28
3	COc1ccc(CCNC(=O)Cn2c(=O)n(-c3ccc(C)c(F)c3)c(=O)c3sccc32)cc1OC	9	-1.5	-19
4	CC(C)=CCN1CCN(Cc2cccc3c2OCO3)CC1CCO (configuration not stated)	30	-2.0	-8
5	O=C(Cn1c(C(F)(F)F)nc2ccccc21)N/N=C/c1ccco1	17	-0.9	-25
6	N#CCCN(Cc1cccnc1)C(=S)Nc1ccc(OC(F)F)cc1	5	-0.5	-11
7	Cc1ccc(C(=O)N2CC(=O)NC(=O)C2)cc1	23	-0.3	-2
8	CC1CN(C(=O)/C=C/c2ccc([N+](=O)[O-])s2)CC(C)O1 (configuration not stated)	126*	-0.3	-26
9	O=C1CCCN1c1ccc(S(=O)(=O)NCc2ccco2)cc1	13	-0.2	-7
10	COc1ccccc1NC(=O)COC(=O)c1ccc2c(c1)nc(C)n2-c1ccccc1	19	-3.6	-12
11	CCOC(=O)C1=C(C)NC(SCC(=O)O)=C(C#N)C1c1ccco1 (configuration not stated)	10	-1.9	-7
12	COc1ccc(NC(=O)CSc2nc3ccccc3nc2N2CCOCC2)c(OC)c1	0	0.3	-43
13	CN(C)c1ccc(/C=C/C=N/Nc2nc(N3CCOCC3)nc(N3CCOCC3)n2)cc1	15	1.0	-21
14	CCC(CC)C(=O)Nc1ccc(Cl)c(Cl)c1	66	0.8	19
15	CCOC(=O)C1CCN(S(=O)(=O)c2c(C)noc2C)CC1	30	0.1	-13
16	c1ccc(C2c3[nH]c4ccccc4c3CCN2Cc2cccn2-c2cccnc2)nc1 (configuration not stated)	43	-1.0	-24
17	O=C(Nc1ccc2ccccc2c1)NC1CCS(=O)(=O)C1 (configuration not stated)	16	1.6	-10
18	OC(CNCC1CCCO1)Cn1c2ccccc2c2ccccc21 (configuration not stated)	15	-1.5	-26
19	CS(=O)(=O)C1=NN2C(=N)/C(=C\c3ccc(OC(=O)c4ccco4)cc3)C(=O)N=C2S1	20	-0.6	8
20	O=C1CC(N(O)c2ccccc2)C(=O)N1Cc1ccccc1 (configuration not stated)	12	-1.4	-19

The closing 2 entries of the section above are carried over, then new ones follow:
item	Compound	OX1R antag-1	STK33 inh	OX1R antag-2
19	CS(=O)(=O)C1=NN2C(=N)/C(=C\c3ccc(OC(=O)c4ccco4)cc3)C(=O)N=C2S1	20	-0.6	8
20	O=C1CC(N(O)c2ccccc2)C(=O)N1Cc1ccccc1 (configuration not stated)	12	-1.4	-19
21	CCOc1ccc(S(=O)(=O)NCC(c2ccc3c(c2)OCO3)N2CCN(C)CC2)cc1 (configuration not stated)	3	0.0	-5
22	COc1cc(C)nc(N(Cc2ccccc2)S(=O)(=O)c2ccccc2)n1	18	-2.2	-16
23	COc1ccc(NC(=O)CSc2nncn2N)c(OC)c1	15	-0.4	5
24	CCOC(=O)CCNC(=O)N1CCCC(CCC(=O)N(C)CCc2ccccn2)C1 (configuration not stated)	12	-0.5	-12
25	O=C(O)CCn1[nH]c(=O)c2ccccc2c1=O	5	-1.8	-13
26	Cc1cc(NC(=O)C(C)SCC(=O)OCC(=O)N(Cc2ccccc2)C(C)(C)C)no1 (configuration not stated)	30	-2.2	-6
27	Cc1cccc(NC(=O)C(CC(C)C)NC(=O)C2CCC(C)CC2)n1 (configuration not stated)	14	-0.9	-25
28	CSc1nn2cc(CCN3CCOCC3)c(-c3ccc(F)cc3)nc2c1C#N	2	-1.9	-35
29	COc1ccc(C(CNC(=O)c2cc3c(s2)CCC(C)C3)N2CCOCC2)cc1 (configuration not stated)	-2	-0.1	4
30	COC(=O)c1cc(NC(=O)c2ccccc2)c(=O)oc1C/C=N\OCc1ccc(Cl)cc1Cl	19	0.2	-33
31	CC(C)C[C@H](NC(=O)N1c2ccccc2NC(=O)[C@@H]1C(C)C)C(=O)N1CCC[C@@H]1C(=O)O	11	-1.3	-6
32	COc1cc(NC(=O)CSc2nc(C)c(C)c(C)n2)c(C)cc1[N+](=O)[O-]	20	-0.9	-15
33	O=C(CCl)N(CCCNC(=O)C(F)(F)F)c1ccc([N+](=O)[O-])cc1	14	-1.2	-4
34	O=C(NNC(=S)Nc1cccc(C(F)(F)F)c1)c1ccccc1Cl	19	-0.6	-10
35	Cc1cc2ncn(CS(C)(=O)=O)c2cc1C	25	-0.6	-10
36	Cc1nc(NC(=O)C(Cl)Cl)sc1C(=O)N(C)C	13	-2.6	-1
37	Cc1ccc(-c2noc(CCC(=O)NCCc3ccccc3Cl)n2)cc1	21	-0.6	-11
38	COc1ccc(-c2noc(CCC(=O)Nc3cccc(C)c3)n2)cc1	45	1.2	3
39	CC1CCCCN1C(=O)CSc1nc2ccccc2n1CC(=O)N1CCc2ccccc21 (configuration not stated)	12	-0.5	-21
40	Cc1ccc(CN2CCN(/N=C/c3ccc(C(F)(F)F)cc3)CC2)c(C)c1	8	-1.3	-8

Rewritten with values ahead of the structure: entries from further up
No. | OX1R antag-1 | STK33 inh | OX1R antag-2 | smiles
10 | 19 | -3.6 | -12 | COc1ccccc1NC(=O)COC(=O)c1ccc2c(c1)nc(C)n2-c1ccccc1
6 | 5 | -0.5 | -11 | N#CCCN(Cc1cccnc1)C(=S)Nc1ccc(OC(F)F)cc1
25 | 5 | -1.8 | -13 | O=C(O)CCn1[nH]c(=O)c2ccccc2c1=O
4 | 30 | -2.0 | -8 | CC(C)=CCN1CCN(Cc2cccc3c2OCO3)CC1CCO (configuration not stated)

Further records
item	Compound	OX1R antag-1	STK33 inh	OX1R antag-2
41	COc1ccc(C(=O)C2CCCN(C(=O)c3csc(C(C)=O)c3)C2)c(C)c1 (configuration not stated)	15	0.1	-32
42	CCOc1cc2[nH]c(=O)n(CCCCC(=O)NCc3ccco3)c(=O)c2cc1OCC	11	-1.1	-15
43	COCCNC(=O)c1c[nH]c2ccc(S(=O)(=O)N3CCOCC3)cc2c1=O	17	-2.1	-6
44	O=C(Cc1c(F)cccc1Cl)NCCCn1ccnc1	10	-0.9	-18
45	COC(=O)[C@H](Cc1c[nH]c2ccccc12)NC(=O)Cc1c[nH]c2ccccc12	12	-0.4	15
46	COc1ccc(CN2[C@@H](CC(=O)O)c3cc(F)ccc3S2(=O)=O)cc1	14	-2.3	6
47	COc1ccc(NCC(O)COc2ccc(C(C)(C)C)cc2)cc1 (configuration not stated)	9	0.2	-22
48	CC1Cc2ccccc2N1C(=O)CCNS(=O)(=O)c1cccc2nsnc12 (configuration not stated)	60*	0.8	5
49	Cc1cc([N+](=O)[O-])nn1CC(=O)NCc1nc2ccccc2[nH]1	26	-1.9	0
50	Cc1cccc(-c2cnn(-c3ccccc3)c2N)c1	-5	1.4	-28
51	O=C(Cn1nc(-c2nn(CC(=O)c3ccccc3)c3[n+]2CCCCC3)[n+]2c1CCCCC2)c1ccccc1	6	-0.3	-4
52	Cc1ccc(NC(=O)c2sc(=S)n(-c3cc(C)ccc3F)c2N)cc1	25	-0.1	-17
53	COc1ccccc1NC(=O)CN1C(=O)C2(OCCCO2)c2ccccc21	14	-0.2	-22
54	COc1ccc(CC(=O)NCc2ccco2)cc1OC	-6	-0.4	-10
55	CC1C/C(=N/Nc2ccc([N+](=O)[O-])cc2[N+](=O)[O-])CC(C)(C)C1 (configuration not stated)	12	0.1	-13
56	O=C(CN1CCCCC1)Nc1cc(Cl)ccc1Cl	7	-1.9	-19
57	O=C(c1ccncc1)N1CCN(S(=O)(=O)c2ccc(OC(F)(F)F)cc2)CC1	1	-0.4	-4
58	Cc1ccc(C2=NC3(CCCCC3)N=C2SCC(=O)Nc2ccc3c(c2)OCCO3)cc1	11	0.5	-52
59	CC(Sc1nnc(-c2ccccc2F)n1N)C(=O)NCC1CCCO1 (configuration not stated)	18	-1.4	3
60	Cc1cc(=O)oc2cc(OCC(=O)N/N=C/c3cc([N+](=O)[O-])ccc3O)ccc12	18	3.8	-19

The final 4 compounds of the section before lead into the next.
item	Compound	OX1R antag-1	STK33 inh	OX1R antag-2
57	O=C(c1ccncc1)N1CCN(S(=O)(=O)c2ccc(OC(F)(F)F)cc2)CC1	1	-0.4	-4
58	Cc1ccc(C2=NC3(CCCCC3)N=C2SCC(=O)Nc2ccc3c(c2)OCCO3)cc1	11	0.5	-52
59	CC(Sc1nnc(-c2ccccc2F)n1N)C(=O)NCC1CCCO1 (configuration not stated)	18	-1.4	3
60	Cc1cc(=O)oc2cc(OCC(=O)N/N=C/c3cc([N+](=O)[O-])ccc3O)ccc12	18	3.8	-19
61	O=C1CCCC2=C1C(c1ccc(O)cc1)c1c(ccc3ccccc13)N2 (configuration not stated)	21	0.6	-21
62	CSc1ncccc1C(=O)Nc1cccc(S(=O)(=O)N2CCOCC2)c1	9	0.6	-3
63	O=C1c2ccc3c4c(ccc(c24)C(=O)N1c1ccc2ccccc2c1)CC3	12	-2.9	-18
64	COc1ccc(NC(=O)c2ccc(Cc3ccc(C)cc3)o2)cc1	21	0.1	-27
65	Cc1cc(OC(C)C(=O)NCc2ccccn2)c2c(C)cc(=O)oc2c1 (configuration not stated)	8	-1.2	-20
66	CCCC(=O)Nc1ccc(NC(=S)NC(=O)c2ccccc2[N+](=O)[O-])cc1	10	3.5	-31
67	C=CCn1cnc2scc(-c3ccc(C)cc3)c2c1=O	18	0.3	-20
68	CCC(C)NC(=O)C(Cc1ccccc1)n1cccc1 (configuration not stated)	-1	-1.4	-10
69	Cc1ccc2nsnc2c1NC(=O)COc1ccccc1	8	-2.0	-20
70	CCOc1ccc(N2C(=O)CC(N(CCc3ccc(S(N)(=O)=O)cc3)C(C)=O)C2=O)cc1 (configuration not stated)	12	-0.9	-5
71	COc1cccc(C(=O)Nc2ccc3c(cc2=O)[C@@H](NC(C)=O)CCc2cc(OC)c(OC)c(OC)c2-3)c1	-2	0.0	-40
72	CC(C)(C)c1ccc(S(=O)(=O)Nc2cccnc2)cc1	3	2.3	-14
73	COc1cc(/C=C/C(=O)OCC(=O)NC(=O)C2COc3ccccc3O2)ccc1OC(F)F (configuration not stated)	14	-0.5	-19
74	CCNC(=S)N/N=C(\C)c1ccc2ccccc2c1OC(F)F	6	0.2	-24
75	NC(=O)C1CCN(C(=O)CN(c2cccc(Cl)c2)S(=O)(=O)c2ccccc2)CC1	3	-1.3	-12
76	Cc1ccc(NC(=O)OCCN2CCN(Cc3ccccc3)CCC2=O)cc1	7	5.1	-23
77	CCCSc1nsc(N)n1	7	-1.4	-15
78	O=C(Nc1ccc(F)cc1)C1CCCO1 (configuration not stated)	5	-1.9	-3
79	Cc1c(C(=O)OCC(=O)N(C)CC(=O)Nc2ccc(F)cc2)oc2ccccc12	9	0.1	-19
80	COc1ccccc1N1CCN(/N=C/C=C/c2ccccc2[N+](=O)[O-])CC1	27	0.4	-19
81	CC(=O)Nc1ccc(NC(=O)C(C)OC(=O)CNS(=O)(=O)c2cccc(Cl)c2)cc1 (configuration not stated)	20	-0.2	-10
82	Cc1cc(C)c2[nH]c(=S)cc(C)c2c1	-3	0.2	-2
83	C[C@H](NC(=O)c1nc[nH]c1C(=O)NCC(=O)OC(C)(C)C)C(=O)OCc1ccccc1	15	0.4	-39
84	CCOc1ccc(Oc2c(C)oc3cc(O)ccc3c2=O)cc1	22	-0.8	-5
85	COC(=O)C1=C(C)N(C)C(=O)/C1=C\c1cccs1	24	0.5	-11
86	CC(C)(SC(=S)N1CCOCC1)C(=O)O	13	-0.1	-4
87	Cc1cc(O)c(NC(=O)c2ccc(Br)o2)cc1C	14	0.1	-2
88	CC(=C/c1ccccc1)/C=N/N1CCN(Cc2ccc(C)cc2)CC1	32	-1.8	-26
89	COc1ccccc1N1CCN(S(=O)(=O)c2cc(C(F)(F)F)cc(C(F)(F)F)c2)CC1	3	-2.7	-23
90	COC(=O)Nc1ccc(S(=O)(=O)N(CCO)CC(F)(F)C(F)F)cc1	7	-1.1	-3
91	CCN(Cc1ccc2c(c1)OCO2)C(=O)/C=C/c1cccc(Br)c1	8	-1.3	-20
92	C=C(C)C(=O)N1CC2(CC(c3cccc(NC(=O)c4ccccc4)c3)=NO2)C[C@@H]1C(N)=O (some centres not stated)	17	0.3	-1
93	CCN(C(=O)CN1CCN(C)CC1)c1c(N)n(Cc2ccccc2)c(=O)[nH]c1=O	4	-0.7	-6
94	COCCOC(=O)c1c(C)oc2ccc(OC(=O)c3cccs3)cc12	15	-1.5	-23

Part of the list above, reformatted.
cpd	OX1R antag-1	STK33 inh	OX1R antag-2	structure
7	23	-0.3	-2	Cc1ccc(C(=O)N2CC(=O)NC(=O)C2)cc1
8	126*	-0.3	-26	CC1CN(C(=O)/C=C/c2ccc([N+](=O)[O-])s2)CC(C)O1 (configuration not stated)
